# p53ts 32C tox – cytotoxicity in p53ts cells at permissive temperature; H1299-p53A138V at 32C, ATP luminescence viability, 24 h; Potency, µM (top dose mostly 46.1 µM), without a hit: top-dose activity change, negative = cytotoxicity, actives largely listed as cytotoxic; 130,000 compounds, 0.93% hits; AID 924;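 further: 0% = DMSO and -100% = full killing by reference compound; nearly all actives have a fitted effect of over 55% in size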
#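 Viability by ATPlite luminescence after 24 h compound treatment (up to 46 uM) at the permissive 32C. Cells are H1299 carrying p53 A138V. Scale runs from DMSO basal to 100 uM tamoxifen as full kill; AC50 from Hill fits.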
# p53ts 39C kill – cytotoxicity in p53ts cells at nonpermissive temperature. H1299-p53A138V viability at 39C, ATP luminescence, 24 h. Potency, µM (series often up to 46.1 µM), inactives show at the top dose activity change, negative = cell killing, most hits filed as cytotoxic. 130,000 compounds, 1.5% hits. AID 902; further: nearly all actives have a fitted effect of over 55% in size
# Imprint erasure – induces erasure of genomic imprints in mouse ES cells. mouse ES Peg3-LacZ reporter, beta-gal luminescence, 40 h. 110,000 compounds, 0.02% hits. Potency, µM (doses to about 60.7 µM), for inactives: at the highest dose activity change, positive = activation, actives largely listed as activators;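 further: 0% = negative control wells on the plate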
#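 Readout: BetaGlo luminescence (5 min, room temp) for LacZ from the normally silent maternal Peg3 allele in female Peg3LacZ-Neo ES cells. Cells 300/well, 40 h, 37C, 5% CO2. Data normalized per plate to negative controls.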
# IkB signaling – IkB pathway inhibition in ABC-DLBCL cells | ABC-DLBCL IkBa-CBG/CBR dual luciferase ratio, 4 h; response scale: scaled: untreated 0%, proteasome inhibitor 100% | 110,000 compounds, 0.04% hits | Potency, µM (series often up to 57.1 µM), inactives show at the top dose IkBa stabilization activation; active means well fitted curve in the direction sought with a large enough effect in the signal ratio, not every such curve was filed as active; inconclusive means small, poorly fitted or top-dose-only effect, or a change in a side signal; the % refers to the signal ratio;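 further: the direction sought is a rising ratio; 0% = basal untreated cells and 100% = reference inhibitor full response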
#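 Luminescence ratio of IκBα-fused green versus native red beetle luciferase in OCI-Ly3 cells, 4 h post-doxycycline with compound; red signal alone, scaled from basal (0%) to zero light (-100%), flagged nonspecific or cytotoxic effects.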
# Numbers without * were called inactive; ? = inconclusive; / = no result given; & = joins results of further samples; [ ] = remark or other dose. Unless noted, the call rests on the fitted dose curve; in most records, active means well fitted curve in the direction sought with a large enough effect; inconclusive means small, poorly fitted or top-dose-only effect, or another doubt; inactive means no such curve, though single readings can be large; an effect the other way counts as inactive or inconclusive. Unless noted, on the % scale 0 is the no-effect control and ±100 the full control effect; potency means the concentration at half of the fitted maximal effect.
[1] CCc1nn(-c2ccccc2)c2nc(-c3ccc(O)cc3)c3cc(OC)c(OC)cc3c12
[2] CN(CC(=O)N1CCCc2c1c(=O)oc1ccc(O)cc21)Cc1ccccc1
[3] CCCc1nn2c(=O)cc(COC(=O)CNC(=O)COc3ccc(C)cc3)nc2s1
[4] N#Cc1cccc(-c2cc(-n3ccnc3)ncn2)c1
[5] CCN(Cc1ccncc1)S(=O)(=O)c1ccc(C(C)=O)cc1
[6] Cc1ccc(C(=O)Nc2cccc(-c3nc4ccccc4o3)c2)c(Cl)c1
[7] O=C(CSc1nnc(C2CCCCC2)n1-c1ccccc1)NCc1ccco1
[8] Cn1c(=O)[nH]c(=O)c2c1nc(Br)n2CCOc1ccccc1
[9] CC1(C)CC(=O)c2cnc(NCc3ccco3)nc2C1
[10] O=C(NCC(c1cccnc1)N1CCN(c2ccccc2)CC1)c1ccc2c(c1)OCO2 (stereo not drawn)

assay / compound,1,2,3,4,5,6,7,8,9,10
Imprint erasure,4%[10.9 µM],-4%,3%[10.9 µM],?,-7%,26%[10.9 µM],-7%,-9%,-8%,-15%
p53ts 39C kill,1%,8%,-6%,2%,-4%,8%,-6%,-24%,16%,-19%
IkB signaling,?,-1.3%,-0.2%,-0.4%[11.4 µM],?,?,14%,1.5%,-0.5%,1.0%
p53ts 32C tox,5%,1%,6%,9%,-6%,-1%,-5%,-21%,3%,6%

# Retrieved by compound from above (3):
[7] O=C(CSc1nnc(C2CCCCC2)n1-c1ccccc1)NCc1ccco1
[2] CN(CC(=O)N1CCCc2c1c(=O)oc1ccc(O)cc21)Cc1ccccc1
[8] Cn1c(=O)[nH]c(=O)c2c1nc(Br)n2CCOc1ccccc1

assay / compound,7,2,8
Imprint erasure,-7%,-4%,-9%
p53ts 39C kill,-6%,8%,-24%
IkB signaling,14%,-1.3%,1.5%
p53ts 32C tox,-5%,1%,-21%

# Next records:
[11] CCC(c1nc2ccccc2c(=O)n1-c1cccnc1)N1C(=O)c2ccccc2C1=O (stereo not drawn)
[12] Cc1cc(NC(=O)COc2cccc3cccnc23)no1
[13] COCC(=O)N1CCC2(CCCN(c3ccc(-c4ccccc4)cc3)C2)CC1
[14] O=C1CCSC2(C(=O)N(Cc3ccccc3)c3ccccc32)N1c1ccccc1 (stereo not drawn)
[15] CC1(C)OC[C@@H]2O[C@H](n3cnc4c(N)nc(Cl)nc43)[C@@H](OS(C)(=O)=O)[C@@H]2O1
[16] O=C(COc1ccccc1)NCCSCc1ccco1
[17] O=C(Nc1cccc(Cl)c1Cl)c1ccc2c(c1)N(Cc1cccc(Cl)c1)C(=O)c1ccccc1S2=O (stereo not drawn)
[18] Cc1nc2c3ccccc3[nH]c(=O)n2n1
[19] Nc1ccc(-c2ccc(N)c(O)c2)cc1O
[20] CC1(c2ccccc2)CC(C)(C)N(C(=O)c2cccc(Cl)c2)c2ccccc21 (stereo not drawn)

assay / compound,11,12,13,14,15,16,17,18,19,20
Imprint erasure,-6%,-12%,/,-5%[10.9 µM],2%[10.9 µM],-16%,-16%[10.9 µM],-6%,1%,-12%[10.9 µM]
p53ts 39C kill,10%,-22%,-20%,2%,8%[9.22 µM],-2%,6%,-10%,12%,-29%
IkB signaling,0.0%,?,3.4%[11.4 µM],?,-0.5%[11.4 µM],1.5%,1.9%,-0.9%,2.0%,13%
p53ts 32C tox,2%,-10%,-4%,2%,2%[9.22 µM],2%,11%,0%,-17%[1.84 µM],5%

[21] CN1C2CCC1CC(OC(=O)C(O)c1ccccc1)C2 (stereo not drawn)
[22] Cc1ccc(C(=O)N2CCn3c4c(c5cc(C)ccc53)CCCC42)cc1 (stereo not drawn)
[23] Cc1ccc2cc(C#N)c(N3CCCN(S(=O)(=O)c4ccc(F)cc4)CC3)nc2c1
[24] CCOc1ccc(CCNC(=O)CN2CCN(Cc3ccc(F)cc3Cl)C2=O)cc1OCC
[25] c1ccc(Cc2nnc3sc(-c4ccc5c(c4)OCO5)nn23)cc1
[26] O=C(C1CC(c2ccc(F)cc2)=NO1)N1CCCCC1 (stereo not drawn)
[27] CCc1ccc(NS(=O)(=O)c2ccc3[nH]cc(C(=O)NCCCOC(C)C)c(=O)c3c2)cc1
[28] CC(=O)Nc1ccc(S(=O)(=O)NC(C(=O)O)C2=CCC=CC2)cc1 (stereo not drawn)
[29] Cc1nc2ccccc2c(=O)n1/N=C/c1c(O)ccc2oc3c(c12)CCCC3
[30] CCCCS(=O)(=O)/C=C\C1C2C=CC(C2)C1S(=O)(=O)CCCC (stereo not drawn)

assay / compound,21,22,23,24,25,26,27,28,29,30
Imprint erasure,-8%&-12%,-7%[10.9 µM],/,-11%[10.9 µM],-5%,-38%[inhibitor],8%[10.9 µM],-13%,-12%,-15%
p53ts 39C kill,-16%,-19%,1%,5%,8%,-8%,-11%,-8%,-22%,-3%
IkB signaling,/,?,/,?,-1.6%,5.2%,-0.6%,0.5%,-0.1%,0.3%
p53ts 32C tox,-10%,-4%,0%,2%,5%,-8%,-2%,0%,-16%,-1%

[31] CCN(CCNC(=O)C1CCN(Cc2nc(-c3ccc(Cl)cc3)oc2C)CC1)c1ccccc1
[32] COc1ccc(N(C(C)C(=O)NC2CCCCCC2)S(C)(=O)=O)cc1 (stereo not drawn)
[33] COc1ccc2c(CNC3CCC(C)CC3)c(C(=O)O)n(Cc3ccc(F)cc3)c2c1 (stereo not drawn)
[34] CN1C(=O)c2ccccc2Sc2ccc(NC(=O)N3CCN(c4ccc(F)cc4)CC3)cc21
[35] COc1ccc(C(=O)N2CCC3(CCN(Cc4ccccc4OC)CC3)CC2)cc1
[36] Cc1cccc(NC(=O)Cn2c(=O)n(CCc3ccccc3)c(=O)c3sc4ccccc4c32)c1
[37] CCOc1ccccc1N1CCN(C(=O)c2ccc3[nH]c4c(c3c2)CCCC4)CC1
[38] O=C1c2ccccc2C(=O)C1(O)O
[39] C=CCNC(=S)NNC(=O)c1ccc(OCCCC)cc1
[40] CCn1c(CNC(=O)c2ccc3c(c2)OCO3)nnc1SCC(=O)Nc1cc(C)ccc1OC

assay / compound,31,32,33,34,35,36,37,38,39,40
Imprint erasure,-28%,-7%,-11%[10.9 µM],-12%[10.9 µM],/,?,/,-11%,/,-7%
p53ts 39C kill,?,-1%,-26%,93%[activator],-4%,-25%,1%,-17%,11%,-8%
IkB signaling,?,0.6%,?,?,0.0%[11.4 µM],1.7%,/,?,/,-1.0%
p53ts 32C tox,25µM*,4%,5%,2%,-8%,-5%,20%,-7%[1.84 µM],27%,-9%

[41] O=C(CSc1nc(-c2ccccc2F)nc2cc(=O)[nH]n12)Nc1cccc(C(F)(F)F)c1
[42] Cc1ccc(S(=O)(=O)N(C)CCCC(=O)n2nc(C)cc2C)cc1
[43] O=C(O)c1ccc(NC(=O)c2cc3ccccc3o2)cc1
[44] CN(C)CCCCSC(=N)N
[45] COc1ccc(Cn2c(CCC(=O)O)nc3cccnc32)cc1
[46] COc1ccccc1C(=O)N1CC2(C)CC1CC(C)(C)C2 (stereo not drawn)
[47] Cc1ccc(CNc2cc(C)nc3nc(-c4cccc(C)c4)nn23)cc1
[48] CCOC(=O)c1cc(-c2ccc(C)cc2)n(CCC(=O)Nc2ccc(OC)c(OC)c2)c1C
[49] CCOC(=O)c1c(C)[nH]c(C)c1S(=O)(=O)N(C)CC(=O)NCc1cccc(Br)c1
[50] CN(C)c1nc(C(=O)OCCO)nc(N(C)C)n1

assay / compound,41,42,43,44,45,46,47,48,49,50
Imprint erasure,-8%[10.9 µM],-4%,-41%[inhibitor][10.9 µM],-9%&2%,-10%,/,-14%[10.9 µM],-6%[10.9 µM],7%[10.9 µM],-4%
p53ts 39C kill,35%[activator],5%,10µM*,-17%&11%,21%,3%,?,-5%,10%,12%
IkB signaling,?,0.8%,?,0.7%&-3.1%,-0.5%,/,4.7%,?,-0.3%,1.3%
p53ts 32C tox,3%,3%,7.9µM*,1%&8%,4%,5%,-3%,23%,0%,0%

[51] Cc1nnc(N2CCC(C(=O)NCCc3ccccc3)CC2)c2nn(-c3ccccc3)c(C)c12
[52] CCOCCCNC(=O)c1cc(Sc2cccc(Cl)c2)nc2ccccc12
[53] O=C(c1ccc(F)cc1)c1cn(Cc2ccccc2F)c2cc3c(cc2c1=O)OCCO3
[54] CNc1nc(C)c(C#N)c(-c2ccccc2)c1C(C)=O
[55] COC(=O)C(N)CS (stereo not drawn)
[56] COc1ccc(NC(=O)CSc2nc3ccccc3c(=O)n2-c2ccc3c(c2)OCO3)c(OC)c1
[57] CCCCCCCCCC(=O)N[C@@H](CN1CCOCC1)[C@@H](O)c1ccccc1
[58] O=c1c(-c2ccc(F)c(F)c2)nc2cncnc2n1-c1ccccc1
[59] CCOC(=O)c1ccc(NC(=O)CSc2nnc(-c3ccncc3)n2-c2ccccc2)cc1
[60] Cn1c(=O)c(-c2cc(F)cc(F)c2)nc2cnc(N3CCNCC3)nc21

assay / compound,51,52,53,54,55,56,57,58,59,60
Imprint erasure,17%[10.9 µM],3%[10.9 µM],4%[10.9 µM],3%,-14%,-4%,/,/,-14%[10.9 µM],-28%
p53ts 39C kill,1%,-21%,-5%,7%,6%,22%,?,-9%,21%,-24%
IkB signaling,-1.1%,?,?,7.6%,/,-2.1%,3.6%,2.0%[11.4 µM],-2.3%,-1.5%[11.4 µM]
p53ts 32C tox,7%,3%,6%,5%,3%,10%,-10%,-5%,11%,-15%

[61] Cc1onc(-c2c(F)cccc2Cl)c1C(=O)Nc1c(C)n(C)n(-c2ccccc2)c1=O
[62] CC1(C)NC(=O)N(CCOc2cccc(Oc3ccccc3)c2)C1=O
[63] CN(Cc1ccccc1)S(=O)(=O)c1ccc(NS(C)(=O)=O)cc1
[64] CCN(CC)CCCNc1oc(-c2ccc(OC)cc2)nc1C#N
[65] O=c1[nH]c(C2CCCN(S(=O)(=O)c3ccccc3)C2)nc2c1nnn2Cc1ccccc1 (stereo not drawn)

assay / compound,61,62,63,64,65
Imprint erasure,/,-14%,0%,-13%[10.9 µM],-4%
p53ts 39C kill,6%,2%,0%,-31%,-1%
IkB signaling,/,-3.7%,0.9%,-0.2%,8.4%
p53ts 32C tox,6%,2%,2%,-4%,2%

# Shown with values under each structure: two of the compounds above.
# Second line of a record: Imprint erasure | p53ts 39C kill | IkB signaling | p53ts 32C tox
51	Cc1nnc(N2CCC(C(=O)NCCc3ccccc3)CC2)c2nn(-c3ccccc3)c(C)c12
 : 17%[10.9 µM] | 1% | -1.1% | 7%
52	CCOCCCNC(=O)c1cc(Sc2cccc(Cl)c2)nc2ccccc12
 : 3%[10.9 µM] | -21% | ? | 3%

# One compound at a time, as listed above. Screens in order: Imprint erasure, p53ts 39C kill, IkB signaling, p53ts 32C tox
# `O=C1c2ccccc2C(=O)C1(O)O` in the list: -11%, -17%, ?, -7%[1.84 µM]
# `O=C1CCSC2(C(=O)N(Cc3ccccc3)c3ccccc32)N1c1ccccc1` (stereo not drawn) in the list: -5%[10.9 µM], 2%, ?, 2%
# `CC1(c2ccccc2)CC(C)(C)N(C(=O)c2cccc(Cl)c2)c2ccccc21` (stereo not drawn) in the list: -12%[10.9 µM], -29%, 13%, 5%
# `O=C(NCC(c1cccnc1)N1CCN(c2ccccc2)CC1)c1ccc2c(c1)OCO2` (stereo not drawn) in the list: -15%, -19%, 1.0%, 6%
# `c1ccc(Cc2nnc3sc(-c4ccc5c(c4)OCO5)nn23)cc1` in the list: -5%, 8%, -1.6%, 5%

# Compound activity from PubChem.
